Screening results: PubChem, Sanford-Burnham Center for Chemical Genomics
APJ antagonist: antagonists of human APJ apelin receptor; P35414; CHO-K1 APJ beta-arrestin complementation, luminescence; inhibition, % at 20 µM; actives 0.32% (n = 330,000); AID 2521;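 active = inhibition above about 40% at 20 µM, limit read from the data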;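 note: cells challenged with 10 nM apelin-13 agonist together with compound; plate controls were apelin-13 plus DMSO wells for no effect and DMSO wells lacking apelin-13 for full effect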
Target sequence (P35414 whole entry, looked up): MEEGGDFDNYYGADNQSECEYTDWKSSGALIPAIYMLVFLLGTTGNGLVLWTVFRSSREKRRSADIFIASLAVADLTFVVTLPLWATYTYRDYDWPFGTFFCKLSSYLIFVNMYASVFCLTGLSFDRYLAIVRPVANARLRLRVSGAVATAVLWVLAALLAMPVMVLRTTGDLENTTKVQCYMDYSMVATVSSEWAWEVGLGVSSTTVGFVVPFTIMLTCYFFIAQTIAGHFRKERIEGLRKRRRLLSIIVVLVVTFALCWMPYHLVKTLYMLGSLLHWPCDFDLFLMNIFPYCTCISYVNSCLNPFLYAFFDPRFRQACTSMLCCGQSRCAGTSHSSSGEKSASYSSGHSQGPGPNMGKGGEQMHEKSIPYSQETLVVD
APJ agonist: APJ receptor agonism. CHO-K1 APJ PathHunter beta-arrestin, luminescence; 0% DMSO wells, 100% apelin. actives 0.11% (n = 330,000). AID 2520. activation, % at 20 µM;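 active = activation more than six SD over the plate average, tested at 20 µM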;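 note: 0% = DMSO alone and 100% = apelin-13 at 10 nM; some results filed as inactive read as strong as hits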
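Test system: CHO-K1 APJ beta-arrestin complementation cell line | Compound: Single test compound dose, 20 µM final, 1% DMSO | Incubation: Compound 90 min 25 °C, reagent 1 h | Measured by: beta-gal luminescence | Read-out basis: APJ–arrestin association signal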
Jurkat NFkB inh: inhibitors of the PMA/ionomycin-induced NF-kB reporter in Jurkat cells. actives 0.53% (n = 330,000). PMA/ionomycin-induced NF-kB luciferase reporter, luminescence. inhibition, % at 4 µM. AID 435003; in the data active = inhibition above about 50%
tim23-1 inh: tim23-1 yeast growth inhibition. AID 463212. inhibition, % at 20 µM. actives 1.3% (n = 330,000). S. cerevisiae tim23-1 growth, BacTiter-Glo luminescence, 24 h;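 active = growth inhibition of the mutant yeast at or above 50%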;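 note: temperature-sensitive mutant grown at 25 °C; plate controls were DMSO-treated mutant yeast for no effect and medium wells lacking yeast for full effect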
Mdm2-MdmX inh: disrupts the human Mdm2-MdmX interaction; SaOS-2 split-luciferase Mdm2/MdmX complementation, luminescence; inhibition, % at 8 µM; actives 3% (n = 330,000);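 active = inhibition of at least 50% at 8 µM in the primary screen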
CHOP UPR activ: apoptotic UPR (CHOP) activation | CHO-CHOP luciferase reporter, luminescence; percent of tunicamycin response over DMSO baseline | activation, % at 10 µM | actives 0.34% (n = 330,000);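 active = at 10 µM dose, activation of 40% or more, normalized to positive control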;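 note: 100% = tunicamycin at 10 µg/mL and 0% = DMSO alone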
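System: CHO CHOP reporter cells. Amount: 500 cells per well. Buffer or medium: F12 medium, 10% FBS. Compound dosing: one dose, 10 µM in 0.5% DMSO. Incubation: 6 h compound exposure at 37 °C after overnight seeding. Technique: Steady-Glo luciferase luminescence. Benchmarks: tunicamycin and DMSO controls.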
697 NFkB inh: inhibitors of the PMA/ionomycin-induced NF-kB reporter in 697 B cells; 697 B-cell NF-kB luciferase reporter, 16 h; inhibition, % at 4 µM; actives 0.33% (n = 330,000); in the data active = inhibition above about 35%
XBP1 UPR activ: adaptive UPR (XBP1) activation | activation, % at 20 µM | actives 0.33% (n = 330,000) | CHO-XBP1 luciferase reporter, IRE1-XBP1 UPR activation, luminescence; percent of tunicamycin response, DMSO as zero | AID 463104;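 active = versus positive control, 20 µM dose yields 30% or more activation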;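 note: 100% = tunicamycin at 10 µg/mL and 0% = DMSO only wells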
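Test system: CHO-XBP1 luciferase reporter cells | Buffer or medium: Serum-containing F12 medium, 10% FBS | Schedule: 6 h compound exposure at 37 °C, 5% CO2 | Detection: Steady-Glo luciferase glow luminescence, 10 min after reagent addition | Read-out basis: Activation, % of tunicamycin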
* = called active by the depositor; . = no result given.

SMILES | APJ antagonist | APJ agonist | Jurkat NFkB inh | tim23-1 inh | Mdm2-MdmX inh | CHOP UPR activ | 697 NFkB inh | XBP1 UPR activ
COc1cc(/C=C/C(=O)OCC(=O)Nc2c(C)n(C)n(-c3ccccc3)c2=O)ccc1O | 19 | 7 | -1 | 3 | 19 | 2.7 | -7 | -3
CCOc1ccccc1NC(=O)c1ccc2nc[nH]c2c1 | -15 | 0 | -9 | -2 | 9 | 1.4 | 7 | 1
COc1ccc(CN2CCOCC2)cc1Br | -7 | -2 | 4 | 5 | 10 | 0.8 | 25 | -1
O=C(CCSCCC(=O)NCCN1CCOCC1)NCCN1CCOCC1 | -6 | 0 | -3 | 11 | 13 | 2.3 | 4 | 0
CCN(CC)C(=O)c1cccc(NC(=O)c2ccc3c(=O)n4c(nc3c2)CCC4)c1 | 2 | -5 | 19 | 0 | 12 | 0.8 | 20 | -2
CCOC(=O)Cn1nc(-c2ccc(Cl)cc2)ccc1=O | -2 | -2 | -3 | 13 | 8 | 2.1 | -1 | -1
O=C(Nc1ccccc1SCC1CSc2nc3ccccc3c(=O)n21)c1ccccc1 (stereo not drawn) | 6 | 4 | 8 | 6 | 15 | -0.7 | -5 | -1
CNC(=O)CN1C(=O)CSc2nc(C)cc(C)c21 | 2 | 6 | 6 | 5 | 0 | 0.3 | -9 | -1
COC(=O)c1ccc(N2CCN(C)CC2)c(NC(=O)COc2ccc(OC)cc2)c1 | -3 | -4 | -23 | 8 | 0 | 0.8 | -20 | -2
COc1ccc(Cl)c(S(=O)(=O)N2CCCC2)c1 | 7 | -1 | 22 | 14 | 17 | -1.5 | -11 | 0
COC(=O)c1ccc(CN2CCN(CC(C)C)C(CCO)C2)cc1 (stereo not drawn) | 2 | -4 | -12 | 14 | 20 | -2.7 | -2 | -2
CS(=O)(=O)c1ccc(CNC(=O)C2(C(F)(F)F)C/C(=C\Cc3ccccc3)CCCO2)cc1 (stereo not drawn) | 7 | 2 | 7 | 31 | -1 | -1.4 | 0 | 3
O=C(O)C1Cc2[nH]cnc2C(c2ccc(F)cc2)N1 (stereo not drawn) | 13 | 1 | 3 | 6 | -23 | 0.8 | -3 | 3
CN1CCN(CCCNC(=O)c2ccc(NC(=O)C3=CSCCO3)cc2)CC1 | 5 | -1 | -3 | -16 | 19 | 0.5 | -12 | -2
COc1cc(/C=N/n2c(-c3cc(C)[nH]n3)n[nH]c2=S)ccc1O | -29 | -6 | 3 | -8 | 17 | 1.0 | -6 | 1
CN1C(=S)SC(/[N+]([O-])=C/c2ccc(Cl)cc2)C1(C)C (stereo not drawn) | -5 | -3 | 5 | 22 | 0 | -0.6 | 18 | 1
CCOc1cc(S(=O)(=O)n2ccnc2)ccc1Cl | -8 | 0 | -1 | -14 | -10 | 0.3 | 4 | 2
COc1ccc(S(=O)(=O)N2CCN(CCc3ccccc3)CC2)cc1 | 7 | 0 | 32 | 24 | 10 | 0.4 | 2 | -2
CCN1C(=O)C(CC(=O)Nc2ccccc2Cl)N(NC(=O)c2cccc(F)c2)C1=S (stereo not drawn) | 1 | 0 | -8 | 20 | 5 | -2.2 | -21 | -3
O=C(COC(=O)c1c[nH]c2ccccc12)Nc1cccc(F)c1 | -26 | -1 | -1 | 4 | 6 | -1.9 | -2 | 2
CN(C)S(=O)(=O)n1cc(/C=C(\NC(=O)c2ccccc2)C(=O)NCCN2CCOCC2)c2ccccc21 | 19 | 0 | 4 | 1 | -9 | 1.8 | -15 | -7
CC1=CC=CN2CC(O)CN=C12 (stereo not drawn) | 9 | -1 | -16 | 3 | -12 | -1.6 | 1 | -1
Cc1cccc(C(=O)NC2CC(C)(C)NC(C)(C)C2)c1 | 8 | -6 | 3 | 7 | -3 | 8.5 | 19 | -1
COc1ccccc1CNC(=O)c1cc(=O)c2ccccc2o1 | -7 | -2 | -3 | 16 | 20 | 0.6 | 8 | -2
CC(C)c1ccc(OCC(=O)N2CCCCCC2)c(Br)c1 | -9 | 0 | -11 | 28 | -102 | 4.7 | -29 | 6
New compounds follow.
SMILES | APJ antagonist | APJ agonist | Jurkat NFkB inh | tim23-1 inh | Mdm2-MdmX inh | CHOP UPR activ | 697 NFkB inh | XBP1 UPR activ
Cn1c(=O)n(CC(N)=O)c(=O)c2c1nc(Br)n2Cc1ccccc1 | 17 | -1 | 1 | 8 | 1 | 1.5 | -1 | 0
C=CCn1c(O)c(N=NC(=S)Nc2cccc(C)c2)c2ccccc21 | -16 | 2 | 4 | 26 | 61* | 15 | 8 | 0
Cc1ccc(S(=O)(=O)N2CCCCC2)cc1C(=O)NCc1ccc(S(N)(=O)=O)cc1 | 3 | -5 | 0 | 5 | 9 | -1.8 | -11 | 1
CCOC(=O)C1CCN(C(=O)COc2ccc(C(=O)c3ccccc3)cc2)CC1 | 3 | -4 | 8 | 22 | 22 | -1.1 | -6 | 2
O=C(O)CCSc1nnc(-c2ccccc2)n1-c1ccccc1 | -1 | -2 | 7 | 12 | -16 | -2.3 | 25 | 0
C/C(=N\NC(=O)C(O)c1ccccc1)c1ccc(C)s1 (stereo not drawn) | -10 | -2 | 11 | 19 | -6 | -2.4 | 3 | 3
OCCC1CN(Cc2ccc3nonc3c2)CCN1Cc1ccsc1 (stereo not drawn) | 4 | 0 | -1 | -1 | 3 | -1.8 | 14 | -3
CCN(CC)C(=O)[C@H]1C[C@H](CC(=O)NCc2ccco2)C(=O)N2CCc3c([nH]c4ccc(Cl)cc34)[C@]12C | . | . | . | 27 | 33 | 2.1 | 12 | 0
COc1cccc(C(=O)Nc2cc3c4c(c2)CC(=O)N4CCC3)c1 | 2 | -3 | -8 | -9 | 4 | -0.9 | -7 | 0
Cc1cc2oc(=O)cc(CN3CCCCC3C)c2cc1Cl (stereo not drawn) | 10 | -6 | 14 | 44 | 8 | -0.9 | 17 | 0
Cc1nc(SCc2ccc(C(=O)O)cc2)nc2c1CCCC2 | 4 | -1 | 5 | 5 | 14 | -3.5 | 28 | -6
COc1ccc(NC(=O)NCc2ccco2)cc1OC | 25 | -2 | 2 | -6 | 31 | 6.5 | 13 | -2
O=C(CCn1cncn1)N1CCCC(N2CCN(c3ccc(F)cc3)CC2)C1 (stereo not drawn) | 14 | -4 | -9 | 5 | 27 | 0.6 | -9 | -3
CCOC(=O)C1=C(C)NC(=S)NC1c1ccsc1 (stereo not drawn) | 7 | 0 | -5 | 1 | -1 | -1.5 | 16 | -1
Cc1cc(=O)[nH]c(-n2nc(C)cc2C)n1 | 17 | -3 | -16 | -9 | 20 | -5.1 | 8 | -2
COC(=O)c1ccc(CO/N=C/c2ccc(OC)cc2OC)cc1 | 0 | -2 | 7 | 15 | 12 | 1.2 | 17 | -3
Cc1c(CCC(=O)N[C@@H](CC(C)C)C(=O)O)c(=O)oc2c(C)c3oc4c(c3cc12)CCCC4 | 16 | -5 | 16 | 22 | -14 | -0.5 | 20 | -5
COc1cccc(CNc2nc3nc4c(c(=O)n3[nH]2)CCC4)c1 | 13 | -1 | 1 | -2 | 15 | -0.9 | 1 | -4
CC(=O)N/N=c1\sc2ccccc2n1C | -5 | 1 | 16 | -3 | -27 | 2.2 | 9 | 1
OCCC1CN(Cc2cccn2-c2cccnc2)CCN1CCc1ccccc1 (stereo not drawn) | 11 | -3 | 9 | -24 | 2 | 0.9 | 6 | -1
COC(=O)c1ccc(Cl)cc1N(Cc1c(F)cccc1Cl)S(C)(=O)=O | 3 | -2 | -9 | 32 | 16 | -2.0 | -14 | -2
Cn1c(SCC(=O)Nc2ccc3c(c2)OCCO3)nnc1-c1ccco1 | 21 | -3 | 6 | 10 | -6 | -2.0 | 8 | -9
CN(C)CCNC(=O)c1ccc(Cl)s1 | 13 | 0 | -2 | -6 | 4 | -1.3 | 10 | -3
CC(=O)c1ccc(OCCOc2ccc([N+](=O)[O-])cc2)cc1 | 7 | -1 | -3 | 38 | 4 | -0.8 | 10 | -6
CS(=O)(=O)CC(=O)Nc1ccc2nc3n(c(=O)c2c1)CCCCC3 | 5 | -4 | 0 | 9 | 31 | 0.5 | 15 | -4
Following part:
SMILES | APJ antagonist | APJ agonist | Jurkat NFkB inh | tim23-1 inh | Mdm2-MdmX inh | CHOP UPR activ | 697 NFkB inh | XBP1 UPR activ
Cc1ccc2sc(N(CCCN(C)C)C(=O)CN3C(=O)c4ccccc4C3=O)nc2c1C | 1 | -2 | -12 | 21 | 20 | -0.2 | -6 | 0
CC(=O)NC(Cc1cccc(F)c1)C(=O)NC1CCN(c2nnnn2-c2ccccc2)CC1 (stereo not drawn) | 10 | -4 | 4 | -3 | -12 | 2.0 | 15 | -3
COC(=O)c1ccc(COC(=O)c2cccnc2Cl)cc1 | -11 | -1 | -7 | 5 | -19 | 4.6 | -35 | 5
Cc1ccc(CN2[C@@H](Cc3ccccc3)C(=O)CS2(=O)=O)cc1 | 1 | -3 | -4 | 42 | 14 | 0.2 | 15 | -4
CCCCc1nnc(NC(=O)CC(=O)Nc2ccccc2C(=O)O)s1 | 1 | -3 | 3 | 10 | 12 | -1.9 | 20 | -2
CCOC(=O)C(=CN(CCc1ccccc1)CC(=O)OC)C(=O)OCC | -36 | -5 | -4 | 7 | 7 | 0.2 | 28 | 1
CCCS(=O)(=O)c1c(S(=O)(=O)CCC)c2c(N)cccn2c1C(=O)c1ccc(OC)cc1 | 24 | -4 | 11 | 31 | -19 | 55* | -22 | -4
CN(C)c1ccc(C2OC(=O)C(C)(C)C(=O)C2(C)C)cc1 (stereo not drawn) | 1 | -1 | 3 | -10 | 19 | 0.4 | -3 | 0
COc1ccc(C2=NN(C(=O)c3ccccc3)C(c3ccc(OC)c(OC)c3)C2)c(O)c1 (stereo not drawn) | -19 | -4 | -4 | 29 | 4 | 2.2 | -3 | 2
CCOC(=O)Cc1csc(SCC(=O)N2CCN(c3ccc(OC)cc3)CC2)n1 | 2 | -1 | 11 | 9 | 24 | -0.4 | 5 | -3
O=C(COC(=O)c1cccc(OC(F)F)c1)Nc1cccc(S(=O)(=O)N2CCCC2)c1 | 6 | -2 | 63* | 6 | 15 | 0.8 | 1 | -4
CCCCCC(=O)NC(=S)Nc1cccc(-c2nc3ncccc3o2)c1 | 17 | 1 | -11 | -10 | 43 | -2.0 | -7 | -4
O=C(NS(=O)(=O)N1CCCC1)C1=C(N2CCCC2)COC1=O | -1 | -5 | -7 | -6 | 22 | -2.4 | -12 | 0
O=C(/C=C/c1ccccc1)NCCS(=O)(=O)N1CCN(c2ccccc2F)CC1 | 21 | -7 | -22 | 10 | -1 | 0.3 | 8 | -3
COc1ccc(N=Cc2nc(-c3ccccc3)oc2OC(C)=O)cc1 | 30 | -2 | -3 | 70* | -8 | 0.6 | -3 | 4

6 entries from above, with values under each structure.
Order of values: APJ antagonist, APJ agonist, Jurkat NFkB inh, tim23-1 inh, Mdm2-MdmX inh, CHOP UPR activ, 697 NFkB inh, XBP1 UPR activ
> CC(=O)NC(Cc1cccc(F)c1)C(=O)NC1CCN(c2nnnn2-c2ccccc2)CC1 (stereo not drawn)
 : 10, -4, 4, -3, -12, 2.0, 15, -3
> COC(=O)c1ccc(COC(=O)c2cccnc2Cl)cc1
 : -11, -1, -7, 5, -19, 4.6, -35, 5
> Cc1ccc(CN2[C@@H](Cc3ccccc3)C(=O)CS2(=O)=O)cc1
 : 1, -3, -4, 42, 14, 0.2, 15, -4
> CCCCc1nnc(NC(=O)CC(=O)Nc2ccccc2C(=O)O)s1
 : 1, -3, 3, 10, 12, -1.9, 20, -2
> CCOC(=O)C(=CN(CCc1ccccc1)CC(=O)OC)C(=O)OCC
 : -36, -5, -4, 7, 7, 0.2, 28, 1
> CCCS(=O)(=O)c1c(S(=O)(=O)CCC)c2c(N)cccn2c1C(=O)c1ccc(OC)cc1
 : 24, -4, 11, 31, -19, 55*, -22, -4
